3CLpro inhibitor – SARS-CoV 3CLpro protease inhibition. P0C6X7. inhibition, % at 6 µM. 290,000 compounds, 0.14% hits. recombinant SARS-CoV 3CLpro, quenched FRET peptide cleavage; in the data active means inhibition above about 12%
GDH-TPI counter – counter-screen for M. tuberculosis FBA inhibitors: GDH-TPI coupled enzymes; GDH-TPI coupled enzyme counterscreen, NADH absorbance; inhibition, % at 4.8 µM; 360,000 compounds, 1.2% hits; AID 588335; in the data active means inhibition above about 30%;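 further: 0% = DMSO wells and 100% = wells lacking the enzyme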
UGM FP inh – Mtb UDP-galactopyranose mutase inhibition | P9WIQ1 | AID 504406 | purified UGM, fluorescence polarization probe displacement | inhibition, % at 10 µM | 320,000 compounds, 0.06% hits; in the data active means inhibition above about 10%, passing the limit was not always enough
MazF activator – activators of E. coli MazEF toxin-antitoxin RNase; P0AE70; FAM/BHQ RNA-DNA oligo cleavage fluorescence, 5 h; activation, % at 20 µM; 350,000 compounds, 0.32% hits; AID 504720; in the data active means activation above about 50%
Target sequence (P0AE70 whole entry, looked up): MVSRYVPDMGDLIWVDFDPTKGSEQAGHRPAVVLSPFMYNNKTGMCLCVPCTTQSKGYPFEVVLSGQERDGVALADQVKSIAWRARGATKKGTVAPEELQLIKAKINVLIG
BioA inh – inhibitors of Mycobacterium tuberculosis BioA enzyme; purified M. tuberculosis BioA enzyme, plate reader; 360,000 compounds, 0.096% hits; inhibition, % at 9.99 µM; in the data active means inhibition above about 40%
Rv3671c protease – Rv3671c (M. tuberculosis) protease inhibition; P9WHR9; inhibition, % at 5.96 µM; 320,000 compounds, 0.048% hits; AID 2606; in the data active means inhibition above about 38%;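 further: extracellular domain of Rv3671c used as enzyme; 0% = enzyme with DMSO and 100% = no enzyme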
Target sequence (P9WHR9 whole entry, looked up, the tested form may be a part): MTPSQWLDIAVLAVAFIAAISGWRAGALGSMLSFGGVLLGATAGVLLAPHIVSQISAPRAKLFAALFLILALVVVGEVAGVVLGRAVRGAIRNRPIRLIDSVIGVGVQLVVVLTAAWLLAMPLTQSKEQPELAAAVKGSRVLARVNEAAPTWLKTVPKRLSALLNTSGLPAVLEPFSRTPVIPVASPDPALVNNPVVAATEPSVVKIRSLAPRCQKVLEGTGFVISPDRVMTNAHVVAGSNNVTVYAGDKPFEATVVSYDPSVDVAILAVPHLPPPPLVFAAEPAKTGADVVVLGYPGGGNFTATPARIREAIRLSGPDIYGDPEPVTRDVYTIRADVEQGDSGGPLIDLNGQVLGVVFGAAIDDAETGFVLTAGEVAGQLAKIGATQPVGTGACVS
Vc quorum ag – quorum light induction in luxS cqsA deficient V. cholerae; V. cholerae BH1578 lux reporter, luminescence, 6 h; activation, % at 18.7 µM; 350,000 compounds, 0.16% hits; in the data active means activation mostly above about 9.7%, no sharp cut-off; further: not every result past the cut was called active; inactives centre near 0; reference of the scale not given here
SSB-PriA inh – inhibitors of Klebsiella pneumoniae PriA binding to SSB C-terminal tail; AlphaScreen SSBct-PriA binding, biotinylated peptide; AID 1272365; inhibition, % at 33 µM; 430,000 compounds, 0.6% hits; in the data active means inhibition mostly above about 37%, no sharp cut-off; inactive means mostly below about 20%;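 further: plate controls were negative control peptide for no effect and reference peptide for full effect; strong numbers were not always called active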
Mtb FBA inh – inhibits M. tuberculosis FBA enzyme. 360,000 compounds, 2.3% hits. purified M. tuberculosis FBA, fluorescence read-out. inhibition, % at 1 µM. P9WQA3; in the data active means inhibition above about 27%;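 further: 0% = vehicle and 100% = reference inhibitor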
Target sequence (P9WQA3 whole entry, looked up): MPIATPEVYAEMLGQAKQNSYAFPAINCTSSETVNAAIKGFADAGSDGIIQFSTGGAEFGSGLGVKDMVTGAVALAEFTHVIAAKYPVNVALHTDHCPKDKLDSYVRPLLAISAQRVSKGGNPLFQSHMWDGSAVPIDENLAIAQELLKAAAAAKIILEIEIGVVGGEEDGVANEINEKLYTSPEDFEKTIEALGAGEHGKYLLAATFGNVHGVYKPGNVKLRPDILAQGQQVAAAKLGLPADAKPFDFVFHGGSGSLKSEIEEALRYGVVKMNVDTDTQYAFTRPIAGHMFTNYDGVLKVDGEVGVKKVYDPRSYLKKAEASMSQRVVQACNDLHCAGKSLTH
VHR inh abs – DUSP3 (human) phosphatase inhibition; P51452; recombinant VHR phosphatase, pNPP absorbance; inhibition, % at 13.3 µM; 290,000 compounds, 0.52% hits; in the data active means inhibition above about 50%; further: some compounds called inactive have numbers as strong as hits
Target sequence (P51452 whole entry, looked up): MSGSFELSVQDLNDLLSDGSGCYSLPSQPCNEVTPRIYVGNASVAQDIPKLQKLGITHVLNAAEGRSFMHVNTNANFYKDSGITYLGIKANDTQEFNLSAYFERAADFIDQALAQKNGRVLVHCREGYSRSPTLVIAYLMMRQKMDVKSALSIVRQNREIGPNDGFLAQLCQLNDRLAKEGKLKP
Numbers without * were called inactive; i = inactive; . = not tested or not shown.

SMILES | 3CLpro inhibitor | GDH-TPI counter | UGM FP inh | MazF activator | BioA inh | Rv3671c protease | Vc quorum ag | SSB-PriA inh | Mtb FBA inh | VHR inh abs
CSc1ncc2[nH]c(C(O)c3ccccc3)nc2n1 (centres undefined) | . | 10.0 | . | 0.7 | -0.8 | . | i | -1.9 | 12.8 | .
Cc1cccc(/C=C/C(=O)c2ccc(N3CCOCC3)cc2)c1 | -3.4 | . | 1.1 | . | . | 7.1 | . | . | . | -11.0
O=C(N/N=C/c1cc(Br)c(Br)o1)c1cccnc1 | 2.0 | 14.7 | 4.8 | -9.8 | . | -28.9 | -0.4 | . | -1.1 | -13.2
O=C(NC1CCCC1)C1CCC(CNS(=O)(=O)c2ccc(F)cc2)CC1 (centres undefined) | 3.2 | 3.6 | 5.3 | 18.0 | -2.0 | -3.0 | i | -1.4 | 1.1 | 35.2
COc1ccc(C(=O)N2CCc3ccc(NC(=O)c4ccccn4)cc3C2)cc1F | 3.8 | 8.6 | . | 9.6 | 2.1 | . | i | -4.4 | -2.5 | 16.5
Cn1cc(CNC(=O)C2CCC(=O)N(Cc3cccc(C(F)(F)F)c3)C2)cn1 (centres undefined) | -3.9 | -2.4 | 0.4 | 5.4 | -0.1 | . | i | -10.1 | -1.1 | -0.2
Cc1c(Cl)cccc1NC(=O)NCc1ccc(F)cc1 | 5.0 | 0.7 | 1.0 | 2.3 | . | -3.3 | 0.1 | -12.4 | -1.4 | 5.1
N#Cc1c(Cc2cccc3ccccc23)nn(CCO)c1N | . | 11.4 | -0.1 | 3.5 | 0.7 | -3.9 | i | -16.4 | 4.4 | .
Clc1c(-c2nnc3n2CCCCC3)sc2ccccc12 | 3.9 | 0.6 | 2.2 | 2.9 | 12.3 | 9.9 | i | -27.8 | -0.1 | 27.5
COC(=O)N/N=C/c1cc(N=Nc2ccccc2Cl)ccc1O | -0.4 | 9.9 | -2.9 | 2.5 | -2.0 | -5.4 | -0.8 | . | -11.6 | -12.8
C=CCNC(=O)COc1c(C)ccc(C)c1C | 2.1 | 6.9 | 0.2 | 2.7 | -0.5 | 0.9 | i | -8.8 | 1.2 | 10.6
CC(=C/c1ccccc1)/C=N/n1c(-c2ccncc2)n[nH]c1=S | 4.7 | 4.3 | -0.1 | 0.3 | . | 5.3 | -0.5 | i | -3.4 | 6.4
Cc1nc2c(sc(=S)n2Cc2ccco2)c(=O)n1CC(=O)Nc1ccccc1 | 7.0 | 27.3 | 1.1 | -9.2 | 1.3 | -44.1 | -0.3 | -1.6 | 1.3 | 20.4
CC1(C)C=C(c2ccc(C=O)s2)CC(C)(C)N1 | 4.4 | 39.5* | 1.2 | -2.6 | 0.8 | 1.5 | -0.8 | -21.8 | -0.8 | -12.6
Cc1cc(OCC(=O)OCC(=O)NCc2ccco2)ccc1Cl | . | -11.5 | 2.8 | -0.8 | . | -5.1 | -1.4 | 4.2 | -0.5 | .
CCCCn1c(N)c(N(CC(C)C)C(=O)Cn2c(=O)oc3ccccc32)c(=O)[nH]c1=O | . | -10.0 | 0.0 | 2.5 | -0.5 | 4.0 | -1.4 | -14.8 | 1.5 | .
COc1ccc(NC(=O)C2CCC(CNc3c(N4CCOCC4)c(=O)c3=O)CC2)cc1Cl (centres undefined) | 3.4 | 3.8 | -2.5 | 1.1 | -0.8 | -1.4 | i | -11.3 | -0.2 | 4.4
Cn1nccc1C(=O)OCC(=O)Nc1cccc(Cl)c1 | . | 8.6 | -0.3 | 0.8 | 2.0 | 3.7 | i | -4.5 | 1.8 | .
CCC(C)(C)c1nnc(NC(=O)c2cccc([N+](=O)[O-])c2)s1 | -4.8 | -0.4 | -0.5 | -8.4 | . | -3.7 | -5.9 | 2.5 | -2.9 | 7.4
COc1ccc([N+](=O)[O-])cc1NC(=O)Cc1c(Cl)cccc1Cl | 3.5 | 0.0 | 1.4 | 11.0 | . | -5.3 | 0.0 | 4.9 | 3.0 | -0.3
O=C(c1ccc(Cn2c(=S)[nH]c3ccccc3c2=O)cc1)N1CCN(c2ccccn2)CC1 | 5.4 | 0.6 | -0.2 | -20.5 | -0.8 | -10.8 | i | 3.2 | 2.0 | 5.6
CC(C(=O)NC1CCCc2ccccc21)N1C(=O)C2CCCCC2C1=O (centres undefined) | . | 5.6 | -1.4 | 5.6 | 0.6 | 6.4 | i | -7.2 | 5.3 | .
COc1ccc(N=CC2CCCCC2=O)c([N+](=O)[O-])c1 (centres undefined) | . | 14.2 | . | 7.7 | 3.0 | . | -3.3 | 15.7 | -6.1 | .
CCc1noc(C)c1C(=O)Oc1ccc(N(C)S(=O)(=O)c2ccc(C)cc2)cc1 | . | 4.2 | -1.1 | -5.3 | . | -18.1 | 2.7 | 1.4 | -2.5 | .
CC(C)OCCCNC(=O)Cn1nc(-c2ccccc2)ccc1=O | 0.7 | 20.0 | 0.0 | -13.3 | . | -5.8 | -0.3 | -0.2 | 1.4 | 8.1

Brought forward from above: 4 compounds, then new ones.
SMILES | 3CLpro inhibitor | GDH-TPI counter | UGM FP inh | MazF activator | BioA inh | Rv3671c protease | Vc quorum ag | SSB-PriA inh | Mtb FBA inh | VHR inh abs
CC(C(=O)NC1CCCc2ccccc21)N1C(=O)C2CCCCC2C1=O (centres undefined) | . | 5.6 | -1.4 | 5.6 | 0.6 | 6.4 | i | -7.2 | 5.3 | .
COc1ccc(N=CC2CCCCC2=O)c([N+](=O)[O-])c1 (centres undefined) | . | 14.2 | . | 7.7 | 3.0 | . | -3.3 | 15.7 | -6.1 | .
CCc1noc(C)c1C(=O)Oc1ccc(N(C)S(=O)(=O)c2ccc(C)cc2)cc1 | . | 4.2 | -1.1 | -5.3 | . | -18.1 | 2.7 | 1.4 | -2.5 | .
CC(C)OCCCNC(=O)Cn1nc(-c2ccccc2)ccc1=O | 0.7 | 20.0 | 0.0 | -13.3 | . | -5.8 | -0.3 | -0.2 | 1.4 | 8.1
CCC(C)C(NC(=O)C1CCC(C)CC1)C(=O)NCc1ccco1 (centres undefined) | 5.5 | -0.4 | 1.5 | 5.3 | -2.2 | 0.7 | -0.5 | -6.5 | -0.1 | 6.4
CCCCOC(=O)c1ccc(S(N)(=O)=O)o1 | -3.3 | 0.7 | -0.6 | -6.0 | . | 0.5 | -0.1 | -15.2 | -1.4 | -3.8
O=C(Oc1ccc(Cl)c2cccnc12)c1ccco1 | 1.8 | 3.1 | 1.7 | 1.9 | 0.4 | 12.3 | -0.6 | 51.7* | -0.2 | 15.6
Cc1ccc(SCc2[nH]nc3c2C2(C(=O)Nc4ccc(F)cc42)C(C#N)=C(N)O3)cc1 (centres undefined) | 4.0 | -0.3 | -0.3 | 7.3 | 0.5 | 8.0 | . | -1.4 | -0.4 | 2.0
CCOc1ccccc1CN1CCNC(=O)C1CC(=O)NC1CCCCCCC1 (centres undefined) | 11.8 | 0.0 | -1.2 | -2.9 | 1.8 | -0.3 | -0.1 | 3.0 | 4.8 | 17.9
Cc1cc(C(F)(F)F)nn1CC(=O)Nc1cccnc1 | 2.6 | -3.5 | -0.3 | -6.8 | 3.7 | -1.0 | 1.0 | -5.2 | -0.8 | 22.8
CC1CN(S(=O)(=O)c2cccc(C(=O)Nc3ccccc3N3CCOCC3)c2)CC(C)O1 (centres undefined) | . | 1.1 | . | -3.0 | . | . | i | -2.0 | -1.4 | .
Cc1nnc(SCC(=O)Nc2nccs2)n1N | . | 15.9 | 1.1 | -3.7 | 0.2 | -5.3 | -0.5 | -8.6 | 3.1 | .
CCSc1nnc(NC(=O)c2ccccc2)s1 | -1.3 | 9.6 | 1.9 | 0.9 | . | -11.6 | -0.3 | -6.6 | 0.3 | 22.9
O=C(Cc1coc2cc3c(cc12)CCC3)NC1CCCCCCC1 | 3.2 | 2.2 | 1.6 | 1.4 | 0.5 | -6.3 | 1.5 | -1.3 | 26.3 | -4.6
COc1cc(SC)ccc1C(=O)N1CCc2ccccc21 | 2.5 | 0.0 | -0.2 | -7.6 | -0.6 | 10.4 | -1.7 | -0.7 | -0.5 | -4.5
CCN1C(=O)c2ccccc2Sc2ccc(C(=O)NCCCN(CC(C)C)CC(C)C)cc21 | 2.6 | 4.7 | 1.8 | 7.7 | -0.5 | -0.1 | -0.9 | 4.9 | 3.9 | 8.8
Cc1ccc(C)c(NC(=O)COC(=O)c2cc(=O)c3ccccc3o2)c1 | . | 1.8 | . | 6.6 | -1.6 | . | -0.4 | -1.5 | -0.8 | .
Cc1ccc(OS(=O)(=O)c2cn(C)c(=O)n(C)c2=O)cc1C | 4.9 | -13.4 | 1.3 | -2.4 | . | 1.9 | i | -1.4 | -0.8 | 13.4
Cc1cc(=O)n(-c2ccccc2)n1-c1ccccc1 | -3.6 | 1.1 | -0.7 | -1.5 | . | 0.1 | -3.4 | -11.4 | 1.9 | 0.1
CC(NC(=O)CN1CCOCC1)c1ccccc1 (centres undefined) | -2.2 | 2.9 | 0.2 | 7.3 | -0.6 | 0.9 | 0.4 | -1.7 | 1.5 | 0.7
N#Cc1ccc(CN2CCN(CC(=O)NCCc3ccc(Cl)cc3Cl)CC2)cc1 | 1.3 | 0.8 | 1.7 | 1.5 | 1.0 | 2.6 | 0.6 | -5.6 | 3.0 | -41.4
CC(=O)Nc1cccc(NC(=S)Nc2ccc(F)c(Cl)c2)c1 | 0.8 | -7.0 | -2.0 | 4.5 | . | 5.5 | i | -15.1 | -3.2 | 13.9
O=C(C[n+]1cc(-c2ccc(Cl)cc2)n2c1CCCCC2)c1ccccc1 | -1.5 | -0.8 | -3.0 | -1.3 | . | 5.1 | 0.7 | 0.5 | 1.1 | 17.2
COc1ccc(S(=O)(=O)N2CCOC23CCN(S(=O)(=O)c2ccc([N+](=O)[O-])cc2)CC3)cc1 | . | 7.7 | 4.8 | 5.1 | -2.9 | -5.7 | i | 5.5 | 3.1 | .
CCOP(=O)(OCC)C(NC(=O)c1ccc(C)cc1)C(Cl)(Cl)Cl (centres undefined) | 2.9 | -4.4 | -4.1 | -0.5 | -1.0 | -5.3 | -0.4 | -11.2 | 1.4 | 5.8
Cc1cccc(C)c1NC(=O)CN(c1c(C)cccc1C)S(C)(=O)=O | . | -4.9 | . | 8.7 | . | . | -2.9 | . | 0.4 | .
Cc1cc(C)cc(NC(=O)CSc2cc(C(=O)c3nccn3C)c3ccccc3n2)c1 | 1.9 | 2.2 | 2.2 | -7.2 | . | -4.0 | i | -4.8 | 3.2 | 5.4
COc1ccccc1C(=O)OCCCN=C1NS(=O)(=O)c2ccccc21 | -0.4 | -1.8 | 0.4 | 6.3 | . | -5.7 | 1.8 | -16.5 | -0.5 | 29.6
Cc1ccc(CN(C)C(=O)C2CCN(C(=O)Nc3ccccc3)CC2)o1 | . | -1.1 | . | -1.7 | 1.7 | . | i | 0.2 | 3.9 | .

Next structures follow.
SMILES | 3CLpro inhibitor | GDH-TPI counter | UGM FP inh | MazF activator | BioA inh | Rv3671c protease | Vc quorum ag | SSB-PriA inh | Mtb FBA inh | VHR inh abs
CC1=[N+]([O-])C2(N)CCc3nonc3C2(O)C1 (centres undefined) | -1.3 | -8.8 | -0.8 | 4.8 | 0.0 | 1.2 | 3.2 | -11.7 | -1.1 | -12.3
COc1cccc(N2CCN(C(=O)CCS(=O)(=O)c3ccc4c(c3)oc(=O)n4C)CC2)c1 | 2.9 | -3.4 | -0.1 | 7.2 | 1.2 | -8.9 | -0.4 | -5.1 | -3.7 | -18.0
COCCCn1c(SCC(=O)Nc2ccc(C(C)=O)cc2)nc2ccccc2c1=O | 2.3 | 5.7 | 0.6 | 2.1 | . | -7.6 | -0.3 | 0.7 | 0.6 | 24.4
O=C(CNC(=O)c1ccc2ccccc2c1)NCc1ccccc1F | 2.0 | -1.0 | 0.1 | 2.8 | 0.0 | -0.9 | i | 6.5 | -0.8 | 9.6
Clc1cccc(Cl)c1CSc1nnc(/C=C/c2ccccc2)o1 | 3.5 | 19.6 | -0.5 | 9.2 | -1.1 | -16.8 | i | -31.3 | -2.1 | 16.5
Cc1ccc(/C=C/C(=O)Nc2ccncc2)o1 | -4.0 | 24.0 | -0.3 | 4.4 | -1.9 | -8.3 | i | -15.3 | 3.1 | -4.1

This is a subset. The share of hits here may be higher or lower than overall.
